Tb PYK inh – blocks Trypanosoma brucei pyruvate kinase; Q57TT1; TbPYK enzyme, Kinase-Glo Plus ATP luminescence, 45 min; 410,000 tested, 0.12% active; Potency, µM (top dose mostly 76.8 µM), without a hit: at the highest dose activity, negative = inhibition, most hits filed as inhibitors; note: nearly all actives have a fitted effect of over 50% in size
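Screened from lowest to highest concentration, compounds were pinned into TbPYK/substrate mixtures, and ADP (130 uM final) was added. Plates sat at room temperature for 45 min prior to Kinase-Glo Plus detection by luminescence.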
Sm TGR block – S. mansoni TGR enzyme inhibition; 360,000 tested, 3% active; purified TGR, DTNB reduction, TNB absorbance 405 nm; Potency, µM (titrated, usually from 114 µM), inactives show top-dose activity change, negative = inhibition, usual class: inhibitors; note: nearly all actives have a fitted effect of over 60% in size
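TGR 20 nM + NADPH 100 uM (dispensed conc.), cpd preinc 15 min RT; start with NADPH (500 uM addition) then DTNB (15 mM addition). Kinetic TNB absorbance, 405 nm filter. Four-parameter Hill fit across titration.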
* = called active by the depositor; ? = inconclusive; [ ] = dose if it differs, or a comment. Calls come from the whole dose curve; as a rule, active = well fitted curve in the direction sought with a large enough effect; inconclusive = small, poorly fitted or top-dose-only effect, or another doubt; inactive = no such curve, though single readings can be large; an effect the other way counts as inactive or inconclusive. % is set by controls: 0 for no effect and ±100 for the full control effect; potency is the fitted concentration of half-maximal effect.

SMILES	Tb PYK inh	Sm TGR block
CNS(=O)(=O)c1cn(CC(=O)N2CCN(c3cc(C)ccc3C)CC2)cc1S(=O)(=O)NC	0%[15.4 µM]	-2%
CCOc1ccccc1NC(=O)Cc1coc2c(C)c(C)ccc12	3%	-7%
N#Cc1ccc(NC(=O)C2Cc3ccccc3CN2S(=O)(=O)c2ccc(F)cc2)cc1 (stereo unspecified)	0%	12%
Cc1cc2cc(CCNS(=O)(=O)c3ccc(Br)cc3)c(=O)[nH]c2cc1C	-3%	-6%
CCc1ccc(NC(=O)CSc2nc(C)cc(COC)c2C#N)cc1	1%	-1%
COc1ccc(N2CC(NC(=O)/C=C\c3ccccc3)CC2=O)cc1OC (stereo unspecified)	3%	4%
CCOC(=O)c1c(C)[nH]c(CCC(=O)NCc2ccc(OC)c(OC)c2)c1C	-2%	5%
CCCCN(CC)C(=O)Cn1c(=O)n(-c2ccc(OCC)cc2)c(=O)c2c3c(sc21)CCC3	2%	0%
CC(C)c1cc(-c2nc(-c3cccc(Cl)c3)no2)n[nH]1	3%	-6%
CCc1cccc(NC(=O)CN2C(=O)COc3ccc(S(=O)(=O)N4CCC(C)CC4)cc32)c1	-6%	13%
Cc1cccc(C(=O)NNc2ncnc3c2cnn3-c2ccc(C)cc2C)c1	-13%	-3%
COc1cc(OC)cc(C(=O)Nc2cc3nn(-c4ccccc4)nc3cc2Cl)c1	-2%	-12%
COc1cccc(CNC(=O)Cn2ncn3c(cc4ccccc43)c2=O)c1	5%	2%
Cc1ccccc1OCC(=O)Nc1ccc2nc(SCc3ccccc3)sc2c1	3%	0%
Cc1cccc(-n2ncc3c(NCCOCCO)ncnc32)c1	1%	-1%
CC(=O)N1c2ccccc2CC1C(=O)N1CCN(c2ccccc2)CC1 (stereo unspecified)	3%	10%
COc1ccc(OC)c2sc(N(CCCN(C)C)C(=O)c3ccco3)nc12	4%	0%
CCOC(=O)c1ccccc1NC(=O)CSc1ccc(-c2sc(C)nc2C)nn1	1%	-10%
Cc1cc2c(cc3c(SCC(=O)Nc4ccc(Cl)cc4F)nncn32)o1	-1%	-2%
COc1ccccc1NC(=O)C1=C(C)Nc2c(C(=O)Nc3cccc(C)c3)cnn2C1c1ccccc1C (stereo unspecified)	0%	0%

Laid out differently: two of the compounds above
Cc1cccc(C(=O)NNc2ncnc3c2cnn3-c2ccc(C)cc2C)c1
  Tb PYK inh: -13% | Sm TGR block: -3%

COc1cc(OC)cc(C(=O)Nc2cc3nn(-c4ccccc4)nc3cc2Cl)c1
  Tb PYK inh: -2% | Sm TGR block: -12%

Next part:
SMILES	Tb PYK inh	Sm TGR block
O=C1CCSC2(C(=O)N(Cc3ccc(F)cc3)c3ccccc32)N1c1ccc(Cl)cc1 (stereo unspecified)	0%[15.4 µM]	4%
COc1ccccc1N1CCN(C(=O)CCc2nnc3n(C)c(=O)c4sccc4n23)CC1	-4%	-8%
O=S(=O)(c1ccccc1)c1nc(-c2ccco2)oc1SCc1ccc(F)cc1	-4%	-4%
Cc1c(Cl)cccc1-n1ncc(C(=O)Nc2ccc3c(c2)OCCO3)c1C1CCN(C(=O)OC(C)(C)C)CC1	4%	-6%
Cc1ccccc1CNC(=O)Cn1ncn2nc(-c3cccs3)cc2c1=O	-14%	2%
Cc1ccc(-n2ncc(C(=O)NCc3ccco3)c2C2CCN(C(=O)OC(C)(C)C)CC2)cc1	-2%[15.4 µM]	0%
CCc1ccc(C2=C(C)C(N3CCC(C(=O)NCc4ccccc4)CC3)=NS2(=O)=O)cc1	0%	-4%
COc1cc(C2c3c(oc4ccccc4c3=O)C(=O)N2c2nncs2)cc(OC)c1OC (stereo unspecified)	3%	9%
COc1ccc(N(C(=O)/C=C\C(=O)Nc2ccc(Cl)cc2)C(C(=O)NCc2ccco2)c2ccc(C)cc2)cc1 (stereo unspecified)	-6%	7.9µM*
CCOc1cc(C(c2c(C)[nH]n(-c3ccccc3)c2=O)c2c(C)[nH]n(-c3ccccc3)c2=O)ccc1O	0%	3.2µM*
Cc1nnc(NC(=O)c2cccn(Cc3ccccc3F)c2=O)s1	4%	0%
Cc1ccccc1C(=O)Nc1cc2c(cc1N1CCOCC1)n(C)c(=O)n2C	-5%	1%
CCC1=Nc2cc(C(=O)NC(C)c3ccccc3)ccc2Sc2ccc(Cl)cc21 (stereo unspecified)	0%	-3%
Cc1ccc2c(c1)c1c(c(=O)n(-c3ccccc3C)c(=O)n1CC(=O)NCCC1=CCCCC1)n2C	-4%	-4%
Cc1ccc(C(=O)Nc2c(-c3ccccc3)nc3ccccn23)cc1	-4%	-14%
O=C(CSc1nc2c([nH]c3ccccc32)c(=O)n1-c1ccc(Cl)cc1)NCC1CCCO1 (stereo unspecified)	-6%	11%
CCOc1ccc(/C=C/c2nc(C#N)c(Nc3ccc(OCC)cc3)o2)cc1	4%	-3%
Cc1ccc(NC(=O)C2CCCN(c3nc4ccccc4s3)C2)c(C)c1 (stereo unspecified)	0%	14%
Cc1ccc(S(=O)(=O)c2nc(-c3ccco3)oc2SCc2ccccc2Cl)cc1	3%	-19%
Cc1ccc(-n2ncc3c(N4CCC(Cc5ccccc5)CC4)ncnc32)cc1	0%	7%
CC(=O)Nc1ccc(NC(=O)C(NC(=O)C2CCC(C)CC2)C(C)C)cc1 (stereo unspecified)	-9%	-1%
Cc1cccc(-c2nnc(C3CCN(S(=O)(=O)c4cccc(Cl)c4)CC3)o2)c1	?	-6%
Cc1cccc(Cn2c(=O)n(CCC(=O)NCCc3ccc(Cl)cc3)c(=O)c3sccc32)c1	0%	-1%
CCOc1ccccc1CNC(=O)CCn1ccc2cc(S(=O)(=O)N3CCC(C)CC3)ccc21	-8%	2%
CC(=O)c1cccc(NC(=O)Nc2cc3c(cc2N2CCCC2)n(C)c(=O)n3C)c1	3%	-10%
Cc1ccc2nc(N3CCN(c4cccc(Cl)c4)CC3)c(-n3nc(C)cc3C)nc2c1	4%	3%
CCc1ccc(-c2nn(-c3ccc(OC)cc3)c3c2cnc2ccc(OC)cc23)cc1	2%	21%
Cc1c(C(=O)Nc2ccccc2)sc2nc(-c3cc4ccccc4oc3=O)[nH]c(=O)c12	-2%	-9%
Cc1ccc(NC(=O)N2CCC(CN3CCCCCC3)CC2)c(Cl)c1	5%	?
CCOc1cc(-c2ccc(OC(=O)c3ccccc3)c(OC)c2)cc(=O)c2c(C)oc(C)c12	-22%	-23%

The last 5 records of the section above lead into the next.
SMILES	Tb PYK inh	Sm TGR block
Cc1ccc2nc(N3CCN(c4cccc(Cl)c4)CC3)c(-n3nc(C)cc3C)nc2c1	4%	3%
CCc1ccc(-c2nn(-c3ccc(OC)cc3)c3c2cnc2ccc(OC)cc23)cc1	2%	21%
Cc1c(C(=O)Nc2ccccc2)sc2nc(-c3cc4ccccc4oc3=O)[nH]c(=O)c12	-2%	-9%
Cc1ccc(NC(=O)N2CCC(CN3CCCCCC3)CC2)c(Cl)c1	5%	?
CCOc1cc(-c2ccc(OC(=O)c3ccccc3)c(OC)c2)cc(=O)c2c(C)oc(C)c12	-22%	-23%
Cc1cc(C)n2c(Nc3ccccc3C)c(-c3cccs3)nc2n1	5%	-2%
O=C(NC1CC(=O)N(c2ccc(Cl)cc2)C1)c1ccc(S(=O)(=O)N2CCCC2)cc1 (stereo unspecified)	3%	2%
CC(C)CCn1c(=O)c2cccnc2n(CC(=O)Nc2ccccc2)c1=O	4%	-18%
CCCc1nn2cc(-c3ccc(C)c(C)c3)nc2s1	-5%	-9%
Cc1ccc(CNC(=O)CCCn2c(=O)c3sccc3n(CC(=O)Nc3c(C)cccc3C)c2=O)cc1	-4%	4%
CCN(CC)CCNC(=O)c1c(C)oc2ncnc(N3CCOCC3)c12	-7%	5%
COC(=O)c1ccc(NC(=O)N2CCc3c([nH]c4ccccc34)C2c2ccc(C)cc2)cc1 (stereo unspecified)	4%	-7%
CCOc1ccc(NC(=O)c2nnn(-c3ccc(F)c(Cl)c3)c2C)cc1	-2%	2%
O=C(Nc1ccccc1C(=O)OCc1cc(=O)n2nc(C3CC3)sc2n1)c1ccc(Cl)cc1	1%	-1%
CCOc1ccc(NC(=O)CC2C(=O)N(c3ccc(C)cc3)C(=O)N2C2CCCCC2)cc1 (stereo unspecified)	2%	-1%

Record cards, from the list above. Screens in order: Tb PYK inh	Sm TGR block
Shown for CC(C)CCn1c(=O)c2cccnc2n(CC(=O)Nc2ccccc2)c1=O → 4%	-18%
Shown for O=C(Nc1ccccc1C(=O)OCc1cc(=O)n2nc(C3CC3)sc2n1)c1ccc(Cl)cc1 → 1%	-1%

The listing picks up; the 2 compounds before the break are reprinted first.
SMILES	Tb PYK inh	Sm TGR block
O=C(Nc1ccccc1C(=O)OCc1cc(=O)n2nc(C3CC3)sc2n1)c1ccc(Cl)cc1	1%	-1%
CCOc1ccc(NC(=O)CC2C(=O)N(c3ccc(C)cc3)C(=O)N2C2CCCCC2)cc1 (stereo unspecified)	2%	-1%
CCc1ccc(NC(=O)C(=O)NCCc2sc(-c3ccc(C)cc3)nc2C)cc1	1%	12%
CCOC(=O)c1sc2ccccc2c1S(=O)(=O)N1CCN(c2cccc(C)c2C)CC1	-14%	5%
COc1cccc(CNCc2c(C(=O)O)n(Cc3ccc(C)cc3)c3cc(C)ccc23)c1OC	-3%	6%
CCOc1ccc(NC(=O)CC2C(=O)N(c3ccc(F)cc3)C(=O)N2Cc2ccc(OC)c(OC)c2)cc1 (stereo unspecified)	2%	6%
CN(C)S(=O)(=O)Nc1ccc(-c2cn3ccsc3n2)cc1	-1%	0%
O=C(c1ccccc1Cl)N1CCCCC1CCN1CCOCC1 (stereo unspecified)	3%	-2%
CCCC12CN3CC(C)(CN(C1)C3c1ccccc1Cl)C2=O (stereo unspecified)	-7%	8%
Cc1cc(Br)ccc1NC(=O)CCNS(=O)(=O)c1cccc2nonc12	-3%	-3%
Cc1ccc2ccc3cc(C(=O)N4CCN(c5ccccc5F)CC4)nc3c2[nH]1	1%	0%
COc1ccccc1/C=C/c1nc(C#N)c(N2CCN(c3ccccc3)CC2)o1	-3%	1%
CCOc1ccc(CNS(=O)(=O)c2ccc3c(c2)CCCN3C(C)=O)cc1	?	2%
COc1cccc(-n2c(=O)c3c(C)c(C(=O)N(C)C)sc3n(Cc3cccc(C)c3)c2=O)c1	1%	5%
CC(=O)Nc1ccc(NC(=O)c2ccc3c(c2)NC(=O)c2ccccc2S3)cc1	0%	1%
Cc1ccc(C2=CC(c3ccc(Cl)cc3)n3nc(-c4ccc(C)cc4)nc3N2)cc1 (stereo unspecified)	1%	1%
COc1ccc(OC)c(-c2noc(N3CCN(c4cccc(C)c4C)CC3)n2)c1	-10%	-8%
COc1ccc(Cl)cc1NC(=O)c1ccc(CN2C(=O)CCn3nc(C)cc32)cc1	0%	5%
CCOc1ccc(N2CC(c3nc4ccccc4n3CCCOc3ccc(OC)cc3)CC2=O)cc1 (stereo unspecified)	13%	2%
CCCCN(C)C(=O)c1ccc2c(c1)N(Cc1cccc(Cl)c1)C(=O)c1ccccc1S2=O (stereo unspecified)	-1%	6%
CCn1ccc2cc(S(=O)(=O)N3CCCN(C(=O)Nc4ccccc4C(F)(F)F)CC3)ccc21	2%	-4%
Cc1ccc(-c2onc(C)c2C)cc1S(=O)(=O)NC1CCCCC1	-1%	11%
Cc1cccc(C(=O)Nc2c(C(=O)N3CCN(c4ccc(F)cc4)CC3)oc3ccccc23)c1	0%	2%
Cc1ccc(S(=O)(=O)N2CC=C(c3c(C)n(CC(=O)N4CCCC4)c4ccccc34)CC2)cc1C	-1%	-31%
CCn1c(SCc2ccccc2F)nc(=O)c2c(C(=O)OC)cc(C3CC3)nc21	0%	6%
CCCCN(C)CCNC(=O)c1ccc(Cn2c(=O)[nH]c3cc(OC)c(OC)cc3c2=O)cc1	0%	3%
COc1cccc(NC(=O)CSC2=Nc3ccccc3C3=NC(CCC(=O)NC4CCCCC4)C(=O)N23)c1 (stereo unspecified)	0%	11%
Cc1cc(C)c(NC(=O)CCCN2C(=O)COc3ccc(C)cc32)c(C)c1	-3%	-8%
COc1cccc(C2C(C(=O)Nc3ccc(C)cc3C)=C(C)Nc3c(C(=O)Nc4cccc(C)c4)cnn32)c1OC (stereo unspecified)	4%	6%
O=C(NCCN1CCCCC1)c1ccc(Cn2c(SCc3ccccc3)nc3cccnc32)cc1	0%	4%
CCCCN(CCCC)C(=O)c1cc2c(=O)n3cccc(C)c3nc2s1	-1%	-23%
CN1CCc2nc3sc(C(=O)Nc4cccc(C#N)c4)c(N)c3cc2C1	-10%	5%
CCOc1ccc2nc(N3CCN(C(=O)CS(=O)(=O)c4ccc(F)cc4)CC3)sc2c1	-3%	1%

Some of the compounds tested; count on the stated rates, not on these rows.
